CHX counter – affects cycloheximide protein synthesis inhibition readout, counter-screen. AID 2314. cell reporter, cycloheximide protein synthesis inhibition counterscreen. actives 12% (n = 300,000). max response, %; in the data active = max response mostly above about 13%, no sharp cut-off; inactive = mostly below about 14%; note: read at 38.3 µM for the half of the compounds with a filed dose; 0% is about no effect
Shiga toxin inh – Shiga toxin inhibition | inhibition, % at 38.7 µM | AID 2315 | Vero cells, Shiga toxin protein synthesis inhibition reporter | actives 9.2% (n = 290,000); in the data active = inhibition mostly above about 28%, no sharp cut-off; inactive = mostly below about 43%; note: 0% is about no effect
Pf growth 48h – P. falciparum growth inhibition at 48 hours (one generation); AID 504832; Potency, µM (series often up to 28.7 µM), inactives show at the top dose activity change, negative = inhibition, hits mostly inhibitors; actives 5.9% (n = 310,000); P. falciparum luciferase growth in erythrocytes, 48 h; note: potency is the fitted concentration of half-maximal effect; % is set by controls: 0 for no effect and ±100 for the full control effect
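Compounds are pin-transferred into medium, infected erythrocytes (2% hematocrit, 0.1% parasitemia final) are added, and plates sit one parasite generation at 37 C in 5% CO2. Detection reagent is then added and luminescence measured.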
Pf growth 96h – P. falciparum growth inhibition at 96 hour, primary screen for plastid delayed-death inhibitors; AID 504834; P. falciparum luciferase reporter growth, 96 h; actives 6.9% (n = 320,000); Potency, µM (highest dose often 28.7 µM), inactives show at the top dose activity change, negative = inhibition, most hits filed as inhibitors; note: potency is the fitted concentration of half-maximal effect; % is set by controls: 0 for no effect and ±100 for the full control effect
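Readout is luminescence from an integrated firefly luciferase in P. falciparum. Red cells, 2% hematocrit and 0.05% parasitemia final, were cultured with compound through two parasite generations (96 hours) at 37 C, 5% CO2.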
Sm TGR inh – blocks Schistosoma mansoni thioredoxin glutathione reductase | Q962Y6 | purified TGR, DTNB reduction, TNB absorbance 405 nm | Potency, µM (doses to about 114 µM), without a hit: at the top dose activity change, negative = inhibition, hits mostly inhibitors | actives 3% (n = 360,000) | AID 485364; note: potency is the fitted concentration of half-maximal effect; % is set by controls: 0 for no effect and ±100 for the full control effect; nearly all actives have a fitted effect of over 60% in size
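First, TGR (20 nM dispensed) and NADPH were mixed with compound. Second, a 15 min room-temperature incubation followed. Third, further NADPH and then DTNB were added to start the reaction. Finally, TNB absorbance was monitored kinetically.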
Giardia FBPA inh – Giardia lamblia aldolase inhibition | A8B2U2 | purified Giardia FBPA | Potency, µM (titrated, usually from 59.6 µM), inactives show top-dose activity, negative = inhibition, usual class: inhibitors | actives 0.71% (n = 290,000) | AID 2451; note: potency is the fitted concentration of half-maximal effect; % is set by controls: 0 for no effect and ±100 for the full control effect; nearly all actives have a fitted effect of over 55% in size
Target sequence (A8B2U2 whole entry, looked up): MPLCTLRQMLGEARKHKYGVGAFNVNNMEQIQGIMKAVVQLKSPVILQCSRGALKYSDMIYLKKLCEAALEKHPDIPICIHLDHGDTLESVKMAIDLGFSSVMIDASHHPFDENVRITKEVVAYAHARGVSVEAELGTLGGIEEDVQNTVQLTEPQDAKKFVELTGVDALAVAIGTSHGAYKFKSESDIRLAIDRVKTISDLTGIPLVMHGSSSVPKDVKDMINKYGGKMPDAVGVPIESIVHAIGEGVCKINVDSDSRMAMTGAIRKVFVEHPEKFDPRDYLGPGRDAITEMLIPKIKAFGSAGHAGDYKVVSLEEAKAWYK
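Giardia FBPA (40 nM reagent) was preincubated 10 min at RT with compound (up to 57.5 uM final), then substrate plus GAPDH/TPI/NAD/arsenate coupling system with diaphorase/resazurin was added; resorufin fluorescence (525/598 nm) was read after 20 min.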
* marks the source's active call; other numbers are inactive results; u = inconclusive; x = not tested or not shown; [ ] = remark or other dose. Unless noted, calls come from the whole dose curve; as a rule, active = well fitted curve in the direction sought with a large enough effect; inconclusive = small, poorly fitted or top-dose-only effect, or another doubt; inactive = no such curve, though single readings can be large; an effect the other way counts as inactive or inconclusive.

item	SMILES	Sm TGR inh	Pf growth 48h	Shiga toxin inh	Pf growth 96h	Giardia FBPA inh	CHX counter
1	Cc1c(Cl)cccc1Nc1nc(N)nc(CN2CCc3ccccc3C2)n1	15%	9.3µM*	-17	x	-21%	4
2	COc1ccc(S(=O)(=O)N2CCN(c3ccc4nnc(-c5ccc(F)cc5)n4n3)CC2)cc1	-14%	x	-11	5%	1%	-4
3	CCCn1c(N/N=C\C=C\c2ccccc2)nc2c1c(=O)[nH]c(=O)n2C	u	u	20	40%[activator]	-7%	21
4	Cn1c2c(c(=O)n(C)c1=O)CN(CCN1CCNCC1)CN2	-28%	u	13	49%[activator]	1%	-4
5	Cc1ccc(C)c(NC(=O)NNC(=O)CCc2ccccc2)c1	-1%	-2%	-11	u	0%	-2
6	COc1ccc(C[C@H]2CN3C(=NC[C@@H]3C)N2CCNC(=O)CCC2CCCCC2)cc1	16µM*	u	-4	u	-1%	-1
7	CN(C)CCCN=Cc1c(O)n(CCc2ccc(F)cc2)c(=O)[nH]c1=O	11%	23%	8	7%	3%	1
8	CC(C)(C)C(=O)CN1CCN(C2c3ccccc3-c3ccccc32)CC1	-36%	x	3	9%	-7%	2
9	Cc1cc(-c2ccccc2)nc(N2CCC(C(=O)NCc3ccccc3Cl)CC2)n1	-4%	39%[activator]	54*	-18%	0%	27*
10	CCCCN1CC(=O)N2[C@H]3c4cc(Cl)ccc4OC[C@@H]3[C@H](c3ccccc3)[C@]2(C)C1=O	-17%	u	x	u	x	x
11	COc1ccc(Cl)cc1C(=O)OCC(=O)N(C)CC(=O)Nc1ccc(F)cc1	2%	18%	x	-1%	x	x
12	COc1cc(Cl)cc(/C=C/c2ccc3cccc(O)c3n2)c1OC	-9%	x	11	4%	30%	6
13	COC(=O)c1ccc(CSc2nnc(SCc3ccc(C(=O)OC)o3)s2)o1	u	20%	-10	-7%	-1%	-2
14	C=CCn1c(O)c(Cc2ccc(OCC)cc2)c(=O)[nH]c1=O	-3%	15%	-4	1%	-25%	5
15	Cn1c(SCC(=O)Nc2cccc(S(=O)(=O)N3CCOCC3)c2)nnc1-c1ccncc1	25%	12%	-5	16%	-4%	1
16	COc1cc(C(=O)Nc2ccc3nc4n(c(=O)c3c2)CCCC4)ccc1Br	-7%	8.3µM*	-4	-3%	6%	18
17	O=C1Nc2ccc([N+](=O)[O-])cc2C1=Nc1cccc(CO)c1	-19%	16%	20	-3%	u	-3
18	COc1ccc(S(=O)(=O)N2CCN=C2SCc2cccc(F)c2)cc1	8%	2%	16	u	x	1
19	CCOC(=O)CCN(Cc1cccs1)S(=O)(=O)c1ccc(Cl)cc1	-22%	-17%	18	x	-9%	-8
20	CCS(=O)(=O)CCSc1nc2ccccc2s1	0%	27%	2	x	6%	4
21	CCOC(=O)CN(C(=O)CSc1nnc(CNc2ccc(C)cc2C)n1CC)c1ccccc1	-10%	u	-11	9.3µM*	6%	6
22	C=CCn1c(CCSCc2ccc(OC)c(C)c2)n[nH]c1=S	-4%	5%	-5	9%	-7%	-2
23	COc1cc2cc(CCOC(=O)CCCC(=O)O)oc(=O)c2cc1OC	-20%	0%	x	u	x	x
24	CCCc1ncc(C(O)c2cccc(OC)c2OC)n1C (configuration not stated)	-3%	11%	-12	3%	-6%	-6
25	O=C(Cc1ccccc1F)Nc1cccc2cccnc12	-2%	43%[activator]	29*	27%	-1%	24*
26	COc1cc2c(cc1OC)CN(C(=O)CC1CC3CCC1C3)CC2 (configuration not stated)	6%	u	13	2.6µM*	-25%	5
27	COc1ccc(CNC(=O)CSc2nnc(-c3cccnc3)n2N)cc1	6%	-3%	-24	25%	1%	-1
28	C=C1C2(C(=O)Nc3nccs3)CCC(C2)C1(C)C (configuration not stated)	-17%	1.2µM*	-7	x	13%	10
29	O=C(Nc1ccccc1)N1N=CCC1c1ccccc1 (configuration not stated)	-6%	-18%	-1	28%	0%	8
30	CCN(C(=O)c1cn(CC)c(=O)c2cc(OC)c(OC)cc12)c1ccccc1C	2%	u	2	x	5%	9
31	O=C(Nc1ccc(-c2nc3ccccc3s2)cc1)C1=COCCO1	5%	-36%	56*	61%[activator]	6%	40*
32	CSc1ccc(S(=O)(=O)N2CCC(C(=O)Nc3ccc(C(N)=O)cc3)CC2)cc1	-12%	25%	-3	4.7µM*	0%	-4
33	N#Cc1ccc(NC(=O)COC(=O)CCc2nc3ccccc3c(=O)[nH]2)cc1	-13%	6%	-4	27%	0%	1
34	C=CCOC(=O)C1=C(C)Nc2ncnn2C1c1cccs1 (configuration not stated)	-1%	x	-5	u	-17%	-3
35	CCOc1ccc(N2C(=O)CC(N(CCc3ccc(S(N)(=O)=O)cc3)C(C)=O)C2=O)cc1 (configuration not stated)	19%	3.7µM*	-2	8%	0%	-2
36	Cc1nn(C(C)(C)C)c(OC(=O)CC(C)C)c1S(=O)(=O)c1ccccc1	9%	u	-3	9.3µM*	4%	9
37	CN(c1ccc(OCC(=O)NC2=NCCS2)cc1)S(=O)(=O)c1ccc(F)cc1	29%	-3%	22	1%	-19%	4
38	CCOc1cc(OCC)cc(C(=O)O)c1	4%	u	8	-19%	13%	-3
39	COc1cccc(/C=C(\C(=O)O)c2ccccc2)c1	8%	15%	-3	34%[activator]	-9%	-2
40	CCCCCCn1c(=O)c(C(=O)Nc2ncccc2O)c(O)c2ccccc21	-25%	-25%	x	-52%	-21%	-4
41	Cc1ccc(S(=O)(=O)N2CCCCC2C(=O)Nc2nncs2)cc1 (configuration not stated)	-6%	23%	13	-1%	-18%	-3
42	CC(C)c1ccc(C2(C)NC(=O)N(CC(=O)NCC3COc4ccccc4O3)C2=O)cc1 (configuration not stated)	-8%	u	x	u	x	x
43	CCCCN1CCc2c(c3ccccc3n2Cc2ccccc2)C1	-6%	10µM*	-8	6.6µM*	-14%	-3
44	O=C(/C=C/Nc1ccccc1Br)c1ccccn1	0%	-71%	-20	u	4%	-7
45	COc1cccc(CNC(=O)COc2cccc(-n3cnnn3)c2)c1	0%	7%	x	-7%	x	x
46	CCC1CCCCN1CCCNC(=O)C1CCCN(c2nn3c(=O)cc(C)nc3s2)C1 (configuration not stated)	2%	14%	-5	u	x	-6
47	CCCCNC(=O)c1cccc(C(=O)NCCCC)c1	-12%	6%	24	12%	4%	-1
48	NS(=O)(=O)c1ccc(Cl)c(C(=O)Nc2ccccc2[N+](=O)[O-])c1	82%[activator]	21%	-14	u	-5%	-1
49	CCCN(CCC)CCCNS(=O)(=O)c1cc(Br)cc2c1N(C(C)=O)CC2	-1%	6%	-8	12%	2%	-3
50	COc1ccc(S(=O)(=O)Oc2ccc(C(=S)N3CCOCC3)cc2OC)cc1	-17%	2%	-7	u	11%	-5
51	Fc1ccccc1-c1cc2ccccc2cn1	-21%	84%[activator]	x	u	x	x
52	CC(=O)Nc1cccc(-c2csc(NCc3ccccc3)n2)c1	-7%	u	3	10µM*	20µM*	11*
53	Cc1cccc2cc(CN(Cc3ccc(F)cc3)C(=O)N3CCOCC3)c3nnnn3c12	10%	u	-12	-1%	-1%	-6
54	CSc1ccccc1OCc1cc(C(=O)NC2CCOC(C)(C)C2)no1 (configuration not stated)	-21%	-30%	97*	u	3%	22*
55	CC(C)c1ccc(Nc2nc(Cl)nc(NCc3ccco3)n2)cc1	-2%	u	18	u	0%	-1
56	N#Cc1cc2c(nc1SCC(=O)Nc1sc3c(c1C#N)CCC3)CCCC2	-25%	17%	-18	29%	-2%	1
57	O=C1CN(C(=O)COc2ccc(F)cc2Br)c2ccccc2N1	x	u	36*	u	-4%	15
58	COc1ccc2cc(C(C)C(=O)OC(C)C)ccc2c1 (configuration not stated)	-6%	26%	x	44%[activator]	x	x
59	C/C(=N\NC(=O)Cc1cccn1C)c1ccco1	40µM*	18%	33	41%[activator]	-11%	14
60	COc1ccc(C(C)=O)cc1COC(=O)c1ccc(S(=O)(=O)N(C)C)cc1	2.5µM*	-27%	17	u	1%	9

Limited to Giardia FBPA inh, CHX counter and Pf growth 96h, for some of the entries so far:
| cpd | SMILES | Giardia FBPA inh | CHX counter | Pf growth 96h |
| --- | --- | --- | --- | --- |
| 50 | COc1ccc(S(=O)(=O)Oc2ccc(C(=S)N3CCOCC3)cc2OC)cc1 | 11% | -5 | u |
| 47 | CCCCNC(=O)c1cccc(C(=O)NCCCC)c1 | 4% | -1 | 12% |
| 43 | CCCCN1CCc2c(c3ccccc3n2Cc2ccccc2)C1 | -14% | -3 | 6.6µM* |

More entries:
item	SMILES	Sm TGR inh	Pf growth 48h	Shiga toxin inh	Pf growth 96h	Giardia FBPA inh	CHX counter
61	CSc1ccc(-c2c(C#N)c(N)nc3c2CCCC3)cc1	-25%	9%	-26	2.6µM*	-12%	-3
62	O=C(CSc1ncn[nH]1)NC12CC3CC(CC(C3)C1)C2	1%	u	21	x	-6%	-3
63	COc1ccc(CNC(=O)CN(C(=O)c2csnn2)c2ccc3c(c2)OCCO3)cc1	0%	13%	43*	41%[activator]	-6%	9
64	Cc1ccc(Nc2nnc(SCC(=O)Nc3cccc(S(=O)(=O)N4CCCCC4)c3)s2)cc1	-3%	-9%	5	u	-2%	53*
65	Cc1sc2ncnc(N3CCC(C)CC3)c2c1C	-4%	u	-4	-22%	16%	6
66	Cc1cccc(NC(=O)C2CCCN(S(=O)(=O)c3cccc4cccnc34)C2)c1 (configuration not stated)	4%	x	-7	u	1%	-1
67	CCC(C)(C)NC(=O)c1sccc1Oc1ccc(F)cc1[N+](=O)[O-]	-17%	-22%	4	u	-5%	11
68	CCOC(=O)C1(c2ccccc2)CCN(CC(=O)Nc2ccc(C)cc2)CC1	9%	-23%	-12	u	-4%	1
69	O=C(CN(c1ccc2c(c1)OCCO2)S(=O)(=O)c1ccccc1)NCc1ccco1	-14%	-19%	9	-3%	-2%	-3
70	CC(OC(=O)c1cccs1)C(=O)NCCc1ccccc1 (configuration not stated)	-1%	17%	-8	-13%	-7%	1
71	Cc1sc2nc(CSC(C)C(=O)Nc3ccc(C#N)cc3)[nH]c(=O)c2c1C (configuration not stated)	u	u	x	-8%	x	x
72	COc1ccc(CCNC(=S)N2CCN(S(=O)(=O)c3cccc(F)c3)CC2)cc1	3%	u	x	u	x	x
73	O=C(NCCn1ccc2ccccc21)c1cccc([N+](=O)[O-])c1	18%	21%	17	27%	-3%	12
74	CCCCCCCCCCCCCCOc1ccc(C(=O)O)o1	x	x	12	x	11%	4
75	O=C(NCc1ccc(F)cc1)C1CCN(c2cnccn2)CC1	0%	4%	-24	-26%	2%	-2
76	C/C(CC(=O)Nc1ccccn1)=N\NC(=O)C(=O)Nc1ccccc1C	1%	-4%	-20	1.9µM*	1%	1
77	O=C(Nc1cccc(O)c1)c1cc2nc(-c3ccccc3)cc(-c3ccccc3)n2n1	-1%	-25%	-16	-9%	1%	-1
78	CS(=O)Cc1cc(Sc2ccccc2)nc(-c2cccnc2)n1 (configuration not stated)	12%	-18%	-8	u	6%	-3

Bioassay records deposited in PubChem BioAssay by National Center for Advancing Translational Sciences (NCATS).
